# CD40 NFkB inh: inhibitors of CD40-induced NF-kB signaling, primary screen, BL2 cells, luciferase reporter, single point; CD40L-induced, 4 h; inhibition, % at 10 µM; 0.94% of 83,000 active; AID 1053188, 2014;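 active = mean inhibition of at least 50% with a set share of replicates also reaching that level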;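 also: 0% = neutral control wells and 100% = IKK inhibitor VII at 50 µM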
# The depositor's hits bear a star; & = joins results of further samples; [ ] = remark or other dose. This is a subset. The share of hits here may be higher or lower than overall.
canonical_smiles | CD40 NFkB inh
CC(C)(C)c1ccc(CC(=O)N2CCC2(C)C(=O)NS(=O)(=O)c2ccc3c(c2)CCO3)cc1 (stereo unspecified) | 4
COc1ccc(S(=O)(=O)N2CCCCC2)cc1NC(=O)C1CC1C (stereo unspecified) | 0
COc1cc2cc(Br)cc(Br)c2nc1C | 4
COC(=O)c1sc2cc(C(F)(F)F)cnc2c1-c1cccnc1 | 13
CCOC(=O)c1cnc2oc3ccc(O)cc3c2c1-c1ccccc1 | 0[25 µM]
COc1ccc(SCCc2nnc(-c3ccccc3)o2)cc1 | 3
CCCCC(=O)Nc1cc(Cl)ccc1C(=O)O | 11
N#CC1(Nc2ccc3ccccc3c2)CCCC1 | -28

# Continuation.
canonical_smiles | CD40 NFkB inh
COc1cccc(C=NNC(=O)C2CC2)c1 | -11
Cn1c(=O)c2c(nc(CN3CCc4ccccc4C3)n2Cc2ccccc2)n(C)c1=O | 5
Cc1nc(N[C@@H](Cc2c[nH]c3ccccc23)C(=O)O)c2oc3ccccc3c2n1 | 10&-12
CCN(CC)CCCNc1nc2ccccc2c2[nH]c3ccc(OC)cc3c12 | 103*
O=C(C[C@@H]1C=C[C@H](NC(=O)c2cnccn2)[C@H](CO)O1)NCc1ccccc1F | 5[25 µM]
O=C(C1CCCCC1)N1CCN(c2ccnc3cc(Cl)ccc23)CC1 | 6
COc1ccc(N2CCN(C(=O)COC(=O)CCS(=O)(=O)c3ccc(C)cc3)CC2)cc1 | 0
O=C(CSc1oc(-c2cccs2)nc1S(=O)(=O)c1ccccc1)NC1CCCCC1 | -3

# Continued.
canonical_smiles | CD40 NFkB inh
O=C(Nc1ccccc1)/C(=C/c1ccccc1)NC(=O)c1ccco1 | 1
C[C@@H]1CCCCO[C@@H](CN(C)C(=O)NC2CCCCC2)[C@H](C)CN([C@@H](C)CO)C(=O)c2cc(N(C)C)ccc2O1 | 3[25 µM]
Cc1ccc(-n2nc3c(=O)n(CC(=O)NCCC4=CCCCC4)nc(C)c3c2C)cc1 | 0
COc1ccc(C#Cc2ccc3c(c2)O[C@@H](CN(C)C(=O)CN2CCOCC2)[C@@H](C)CN([C@@H](C)CO)S3(=O)=O)cc1 | -4[25 µM]
N#C/C(=C/c1ccc(N2CCOCC2)o1)C(=O)NC1CCCCC1 | -33
c1ccc2c(-c3nnc4n3CCCCC4)cc(-c3ccncc3)nc2c1 | 1
CCCC(=O)c1c(C)c2ccccc2n1C | 4
COc1ccc(CN(C)S(=O)(=O)c2c(C)noc2C)cc1OC | -1

# Remaining list, next part.
canonical_smiles | CD40 NFkB inh
O=C(CC(NC(=O)OCc1ccccc1)C(=O)O)OCc1ccccc1 (stereo unspecified) | -3
COc1ccc(-c2ccc(SCc3cccnc3)nn2)cc1OC | -27
Cc1ccc(OCCCCn2ccnc2)c([N+](=O)[O-])c1 | -12
CCOC(=O)[C@@H]1CCNC[C@@H]1c1ccccc1 | 2
CC(=O)Oc1ccc(N(c2ccccc2)S(=O)(=O)c2ccc(C)cc2)cc1 | 8
O=C(CNC(=O)C1CCCCC1)NCc1ccco1 | 2
O=S(=O)(O)c1cc(O)c(N=Nc2ccc(O)cc2O)c2ccccc12 | 16
CC(C)CNC(=O)C1(C)CCCN1C(=O)c1cccnc1 (stereo unspecified) | 9

# (listing goes on)
canonical_smiles | CD40 NFkB inh
COc1ccccc1C(CNC(=O)c1cccc(S(=O)(=O)N2CCCc3ccccc32)c1)N(C)C (stereo unspecified) | 7
CCC(C)(C(=O)NC1CCCC1)N(C(=O)c1ccccn1)c1ccccc1 (stereo unspecified) | 7
CCCCOc1ccc(C(=O)NCC(=O)NCC(c2ccc(F)cc2)N2CCOCC2)cc1 (stereo unspecified) | 16
Cc1cccc(OCC(=O)OC(C)C(=O)Nc2ccc(Cl)cn2)c1 (stereo unspecified) | 8
Cn1c(=O)c2c(nc(CN3CCOCC3)n2Cc2ccccc2)n(C)c1=O | 5
Cc1ccc(CSC2=Nc3ccccc3C3=NC(=O)CN23)cc1 | -77
COc1ccccc1S(=O)(=O)N1CC[C@@H]2[C@H](CO)Nc3ccc(Br)cc3[C@@H]21 | 28[25 µM]
CSCCC(NC(=O)c1ccco1)C(=O)Nc1cc(C)ccn1 (stereo unspecified) | -36

# Next section:
canonical_smiles | CD40 NFkB inh
Cn1c(=O)oc2cc(S(=O)(=O)N3CCC4(CC3)OCCO4)ccc21 | 2
COC(=O)c1c(C)[nH]c(C(=O)OCC(=O)N(CC(C)C)c2c(N)n(Cc3ccccc3)c(=O)[nH]c2=O)c1C | 16
COc1ccc(-c2csc(Cc3nnc4n3CCCCC4)n2)cc1 | -3
COc1ccccc1-c1nnc(SCC(=O)Nc2ccc3[nH]c(=O)[nH]c3c2)n1N | -1
Cc1noc(C)c1C(=O)NCc1cccs1 | 3
Cc1cc(OCCCCCNCCO)cc(C)c1Cl | 6
Cc1ccc(OCC(=O)NCCO)c(Br)c1 | -33
COc1ccc(CCNc2ccc(S(=O)(=O)N3CCN(C)CC3)cc2[N+](=O)[O-])cc1 | 4

# Following part
canonical_smiles | CD40 NFkB inh
COc1cc(OC)c(C(=O)COc2ncnc3ccccc23)c(OC)c1 | 4
CN1C(=O)c2cc(NC(=O)c3cccc(Cl)c3)ccc2OC[C@H]2O[C@H](CC(=O)NC3CCCCC3)CC[C@@H]21 | 16[25 µM]
CCCCc1nc(SCC(=O)N2CCCCC2)c2c(=O)n(C)c(=O)n(C)c2n1 | 26
CCN(C(=O)COC(=O)c1ccccc1Cc1ccccc1)c1c(N)n(Cc2ccccc2)c(=O)[nH]c1=O | 5
CN1CCc2cc(O)c(O)cc2C(c2ccccc2)C1 (stereo unspecified) | 0
COc1ccccc1NS(=O)(=O)c1ccc(C)c(C(=O)NCC(c2cccs2)N2CCOCC2)c1 (stereo unspecified) | -7
O=C(O)c1ccc(N2CC3CC(C2)c2cccc(=O)n2C3)c(NS(=O)(=O)c2cccc(C(F)(F)F)c2)c1 (stereo unspecified) | 6
COc1ccc(/C(N)=N/OC(=O)CN(C)S(=O)(=O)c2ccc(C)cc2)cc1 | 9

# (further entries)
canonical_smiles | CD40 NFkB inh
CCCN1C[C@@H](C)[C@H](OC)CN(C)C(=O)c2cc(NC(=O)NC3CCCC3)ccc2OC[C@@H]1C | -6
COc1cc(CCC(=O)OCC(=O)N(CC(C)C)C2CCS(=O)(=O)C2)cc(OC)c1OC (stereo unspecified) | 3
CC(C)n1nc(C(=O)OCC(=O)c2c[nH]c3ccccc23)c2ccccc2c1=O | 8
Clc1ccc(-c2nc3ccccn3c2CN2CCCCC2)cc1 | 14
CCS(=O)(=O)c1ccc2c(c1)N(S(C)(=O)=O)CC(C(=O)NN)O2 (stereo unspecified) | 18
CN(C)C(=O)Cn1nc(-c2ccccc2)c2ccccc2c1=O | -2
CCCNC(=O)NC[C@@H]1[C@@H](c2ccc(C3=CCCC3)cc2)[C@H](CO)N1C(=O)CC | -1[25 µM]
O=C(Nc1ccc(Cl)cc1)N1C[C@@H]2[C@H](c3ccccc31)[C@@H](CO)N2CC1CCCC1 | 3

# Remaining list, next part.
canonical_smiles | CD40 NFkB inh
O=c1[nH]cnc2scc(-c3cccs3)c12 | -1
O=C(Cc1ccccc1)NCc1nc2ccccc2[nH]1 | 1
CNS(=O)(=O)c1cccc(C(=O)OCC(=O)N(CCC#N)c2ccccc2)c1 | 6
CCc1onc(C)c1C(=O)Nc1ccc2c(c1)OCO2 | 0
CC(=O)NC[C@H]1[C@H](c2ccc(-c3cccnc3)cc2)[C@@H](CO)N1C(=O)C1CCC1 | -9[25 µM]
Cc1nnc(SCC2=C(C(=O)O)N3C(=O)C(NC(=O)Cn4nc(C(F)F)cc4C)C3SC2)s1 (stereo unspecified) | 5
COc1ccc(S(N)(=O)=O)cc1C(=O)OCC(=O)Nc1sccc1C#N | 5
CN(Cc1ccccc1)C(=O)c1ccc(Nc2nc(C(N)COCc3ccccc3)cs2)nc1 (stereo unspecified) | -6

# Additional entries
canonical_smiles | CD40 NFkB inh
CCOC(=O)c1oc2ccc(S(=O)(=O)Nc3ccc4c(c3)n(C)c(=O)n4C)cc2c1C | 11
CCN(CC)S(=O)(=O)c1ccc(C)c(NC(=O)CN(C)C)c1 | 12
O=C(N[C@@H](Cc1ccccc1)C(=O)OCc1ccccc1)c1ccco1 | 3
C[C@@H]1CCCCO[C@H](CN(C)C(=O)Nc2ccccc2)[C@@H](C)CN([C@H](C)CO)C(=O)c2cc(NC(=O)Nc3ccccc3)ccc2O1 | 1[25 µM]
O=C(c1cccc(N2CCCC2=O)c1)N1CCN(c2ccccc2)CC1 | 1
CCCCNC(=O)Nc1nc2ccccc2s1 | -85
O=C(CN1C(=O)NC2(CCCCC2)C1=O)NCc1ccc2c(c1)OCO2 | 6
COc1cc(C(=O)NCc2cccc3ccccc23)ccc1OCc1ccccc1 | -2

# Continuation.
canonical_smiles | CD40 NFkB inh
Cc1cc(C)nc(NS(=O)(=O)c2ccc(NS(=O)(=O)c3ccsc3)cc2)n1 | 3
CN(C(=O)COC(=O)CSc1ccc(C(N)=O)cc1[N+](=O)[O-])C1CCCCC1 | -16
CN(CC(=O)Nc1ccccc1C(F)(F)F)C(=O)c1ccc(N2C(=O)CCC2=O)cc1 | -5
O=C(CC1(O)C(=O)Nc2ccccc21)c1ccccc1O (stereo unspecified) | 3
O=C(c1ccc(NS(=O)(=O)c2ccccc2)cc1)N1CCCCCC1 | -1
Cc1nc(Sc2nnnn2C)c2c3c(sc2n1)CCC3 | 2
COc1ccc(S(=O)(=O)N2CCOCC2)cc1NC(=O)CCOc1ccc(C(C)(C)C)cc1 | 7
COc1ccc2c3c(n(C)c2c1)[C@H](CO)N(C(=O)C1CCCC1)CC31CCN(C(=O)Nc2cccc(F)c2)CC1 | 12

# Continuation.
canonical_smiles | CD40 NFkB inh
O=C(CCc1ccccc1)NCc1ccccn1 | -9
COCC(=O)N1[C@@H]2c3ccc(/C=C/c4ccccc4)c(=O)n3C[C@H]1[C@H](CO)[C@H]2C(=O)N1CCOCC1 | 4[25 µM]
CCCC#Cc1ccc([C@@H]2[C@@H](CO)N3C(=O)CN(C(=O)Nc4cccc(F)c4)C[C@H]23)cc1 | 42[25 µM]
Cc1ccc(NC(=O)CN(C)C(=O)Cc2ccc3c(c2)CCC3)cc1 | 2
C[C@@H]1COCn2nncc2CC[C@H](Cc2ccccc2)C(=O)N1 | 4
CCc1ccc(C(=O)NNC(=O)CCN2CCN(Cc3ccccc3)CC2)cc1 | -2
C[C@H](CO)N1C[C@H](C)[C@@H](CN(C)S(=O)(=O)c2ccccc2)OCc2cnnn2CCCC1=O | -3
CC(=O)c1ccc(OCC(=O)NCC(c2ccco2)N2CCCCC2)cc1 (stereo unspecified) | 7

# Next part
canonical_smiles | CD40 NFkB inh
COc1ccc(C(=O)NCCCOc2cccnc2)cc1OC1CCN(C(C)=O)CC1 | 3
O=S(=O)(CC(CN1CCCCC1)N1CCCCC1)c1ccccc1 (stereo unspecified) | 8
CNC[C@@H]1Oc2ccc(NS(C)(=O)=O)cc2C(=O)N(C)C[C@@H]1C | 5
COc1cccc(NC(=O)c2ccccc2NC(=O)c2ccncc2)c1 | -7
COC(=O)[C@@H]1[C@@H](CO)[C@@H]2Cn3c(ccc(-c4cccnc4)c3=O)[C@@H]2N1Cc1cccc(F)c1 | -4[25 µM]
O=S1(=O)NC(=NCC(c2ccco2)N2CCCCC2)c2ccccc21 (stereo unspecified) | 3
CNC[C@H]1OCc2cnnn2CCCC(=O)N([C@@H](C)CO)C[C@@H]1C | 6[25 µM]
CN(C)C(=O)c1ccc(-c2ccccc2[C@@H]2[C@@H](C#N)N(C(=O)C3CCCCC3)[C@@H]2CO)cc1 | -14[25 µM]

# 4 of the entries above in order of their number in CD40 NFkB inh, largest number first.
canonical_smiles | CD40 NFkB inh
CCCCC(=O)Nc1cc(Cl)ccc1C(=O)O | 11
Cc1cccc(OCC(=O)OC(C)C(=O)Nc2ccc(Cl)cn2)c1 (stereo unspecified) | 8
COc1ccc(S(N)(=O)=O)cc1C(=O)OCC(=O)Nc1sccc1C#N | 5
Cc1ccc(CSC2=Nc3ccccc3C3=NC(=O)CN23)cc1 | -77

# New compounds follow:
canonical_smiles | CD40 NFkB inh
CSCCC(NC(=O)c1ccccc1Br)C(=O)N1CCC(C)CC1 (stereo unspecified) | -1
O=C(COC(=O)Cc1c(Cl)cccc1Cl)NCc1ccccc1 | -3
CN(C)c1ccc(C(CNC(=O)c2ccccc2)c2c[nH]c3ccccc23)cc1 (stereo unspecified) | -26
COCC#Cc1ccc([C@H]2[C@H]3CN(C(=O)C4CCCC4)CC(=O)N3[C@H]2CO)cc1 | -3
CC(NC(=O)CCCc1ccccc1)c1ccncc1 (stereo unspecified) | 3
CN(C)CC(=O)N1[C@@H]2Cn3c(ccc(-c4cccnc4)c3=O)[C@H]1[C@@H](C(=O)NC1CCC1)[C@@H]2CO | 3
COCC(=O)Nc1ccc2c(c1)C(=O)N(C)[C@@H]1CC[C@@H](CC(=O)N3CCc4ccccc4C3)O[C@@H]1CO2 | -7[25 µM]
CC1CN(S(=O)(=O)c2cccs2)CC(C)O1 (stereo unspecified) | -3

# Remaining list, next part.
canonical_smiles | CD40 NFkB inh
O=C(CC1CCCC1)Nc1ccc2c(c1)CCC2 | -101
N=C(c1ccc([N+](=O)[O-])cc1)N1CCCCCC1 | 6
CC(=O)N1CCN(C(=O)c2ccc(Cl)c(S(=O)(=O)N3CCCCCC3)c2)CC1 | 7
COc1ccc(NC(C)=O)cc1S(=O)(=O)Nc1ccc(S(=O)(=O)N2CCCCC2)cc1 | 1
O=C(OCC(=O)N1CCN(S(=O)(=O)c2ccccc2)CC1)C1CCC1 | 1
O=S(=O)(Cc1ccccc1)c1cnc2ccccc2n1 | -7
CC(NC(=O)C1CCCN1C(=O)c1cccs1)c1ccc(Cl)cc1Cl (stereo unspecified) | -1
O=C(Nc1ccccc1F)N1C[C@H]2[C@@H](c3ccccc31)[C@@H](CO)N2C(=O)C1CCCCC1 | -9[25 µM]

# An excerpt from above in order of molar mass, descending:
canonical_smiles | CD40 NFkB inh
CC(=O)N1CCN(C(=O)c2ccc(Cl)c(S(=O)(=O)N3CCCCCC3)c2)CC1 | 7
CC(NC(=O)C1CCCN1C(=O)c1cccs1)c1ccc(Cl)cc1Cl (stereo unspecified) | -1
O=C(OCC(=O)N1CCN(S(=O)(=O)c2ccccc2)CC1)C1CCC1 | 1
N=C(c1ccc([N+](=O)[O-])cc1)N1CCCCCC1 | 6
O=C(CC1CCCC1)Nc1ccc2c(c1)CCC2 | -101
